PG9 Ab binder: binders of HIV-1 gp120 antibody PG9, primary screen, biochemical, TR-FRET | TR-FRET gp120-PG9 antibody binding | 0.43% of 360,000 active | HIV-1 gp120 / PG9 antibody interaction | inhibition, % at 6.7 µM; in the data active = inhibition above about 8.5%
HTRA1 inh: HTRA1 serine protease inhibitors, primary screen, biochemical, fluorescence polarization, HTS | Q92743 | recombinant HTRA1, FP-rhodamine activity-based probe | inhibition, % at 5.96 µM | 0.5% of 340,000 active | AID 504803, 2011; in the data active = inhibition above about 36%;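 note: 0% = enzyme with DMSO and 100% = wells lacking enzyme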
Target sequence (Q92743 whole entry, looked up): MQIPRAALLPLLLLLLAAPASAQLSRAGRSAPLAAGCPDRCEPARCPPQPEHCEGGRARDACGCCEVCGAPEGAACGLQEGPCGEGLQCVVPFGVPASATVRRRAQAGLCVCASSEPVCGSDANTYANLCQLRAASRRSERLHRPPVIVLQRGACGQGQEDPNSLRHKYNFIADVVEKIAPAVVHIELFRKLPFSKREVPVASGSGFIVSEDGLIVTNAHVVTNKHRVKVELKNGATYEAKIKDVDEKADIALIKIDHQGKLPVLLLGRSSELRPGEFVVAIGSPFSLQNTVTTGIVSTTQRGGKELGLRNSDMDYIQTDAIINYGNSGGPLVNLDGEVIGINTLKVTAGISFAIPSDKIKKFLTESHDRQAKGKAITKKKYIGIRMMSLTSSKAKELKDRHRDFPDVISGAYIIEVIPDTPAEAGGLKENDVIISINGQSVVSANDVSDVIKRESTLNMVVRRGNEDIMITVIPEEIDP
SMARCA2 act: SMARCA2 (BRM) function activators, primary screen, cell-based, luminescence, high throughput | MG213 cells, MMTV-luciferase reporter, dexamethasone, overnight | activation, % at 9.1 µM | 1% of 370,000 active; in the data active = activation above about 7.8%;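 note: 0% = vehicle wells and 100% = reference activator wells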
NR1D1 modulator: modulators of Rev-erb alpha DNA binding, primary screen, biochemical, FITC-DNA, fluorescence polarization, uHTS; activity, % at 10 µM; Nuclear receptor subfamily 1 group D member 1 (Homo sapiens), P20393; Rev-erbα–FITC-DNA binding, 90 min; 0.79% of 370,000 active;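 active = activity above about 14%, limit read from the data; passing the limit was not always enough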;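 note: 0% = DMSO wells with 35 nM protein and 100% = DMSO wells with 750 nM protein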
Target sequence (P20393 whole entry, looked up): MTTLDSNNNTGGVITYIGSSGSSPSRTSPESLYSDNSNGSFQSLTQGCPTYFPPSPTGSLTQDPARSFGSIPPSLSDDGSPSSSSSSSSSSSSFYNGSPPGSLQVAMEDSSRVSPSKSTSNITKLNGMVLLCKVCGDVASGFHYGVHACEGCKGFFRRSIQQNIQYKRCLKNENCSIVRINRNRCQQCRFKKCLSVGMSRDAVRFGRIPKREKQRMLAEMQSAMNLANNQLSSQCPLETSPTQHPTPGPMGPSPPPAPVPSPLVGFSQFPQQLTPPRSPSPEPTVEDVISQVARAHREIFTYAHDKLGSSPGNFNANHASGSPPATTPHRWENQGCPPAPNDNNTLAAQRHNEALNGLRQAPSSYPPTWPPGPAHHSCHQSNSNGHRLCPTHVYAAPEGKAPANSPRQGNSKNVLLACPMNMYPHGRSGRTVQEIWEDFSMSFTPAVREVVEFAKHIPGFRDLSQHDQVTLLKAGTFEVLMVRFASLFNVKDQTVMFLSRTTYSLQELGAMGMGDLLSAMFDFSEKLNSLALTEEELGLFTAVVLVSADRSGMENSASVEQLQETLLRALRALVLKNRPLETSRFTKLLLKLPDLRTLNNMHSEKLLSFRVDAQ
ASAP1 GAP inh: inhibitors of human ASAP1 ArfGAP activity, primary screen, biochemical, fluorescence polarization; inhibition, % at 16.5 µM; 0.19% of 360,000 active; Arf-GAP with SH3 domain, ANK repeat and PH domain-containing protein 1 (Homo sapiens), …; ASAP1-stimulated ARF1 GTP hydrolysis, GDP FP detection; in the data active = inhibition above about 25%;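 note: 0% = vehicle with enzyme and substrate and 100% = no enzyme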
rCAG RNA binder: binders of r(CAG) RNA repeats, primary screen, biochemical, fluorescence; 1.3% of 370,000 active; inhibition, % at 3 µM; r(CAG) RNA repeat, TO-PRO-1 dye displacement fluorescence;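 active = inhibition above the plate cutoff, the mean of all test compounds on that plate plus 3 SD, cut at about 35% in these data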;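 note: 0% = DMSO alone and 100% = 100 µM mitoxantrone as full dye displacement; higher means more dye released from RNA so lower well fluorescence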
NPR2 activator: human GC-B receptor activators, primary screen, HEK293 GC-B cells, cGMP TR-FRET, EC30 CNP; Atrial natriuretic peptide receptor 2 (Homo sapiens), P20594; 0% at EC30 CNP, 100% saturating CNP; activation, % at 10 µM; 0.11% of 370,000 active; AID 1920062, 2024;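 active = activation at 10 µM reaching about 35% in either raw or pattern-adjusted values, limit read from the data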
ABHD4 inh: ABHD4 inhibitors, primary screen, biochemical, fluorescence polarization, mouse; (Lyso)-N-acylphosphatidylethanolamine lipase (Mus musculus), Q8VD66; purified mABHD4, FP-Rh probe fluorescence polarization; inhibition, % at 8.92 µM; 0.54% of 370,000 active;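 active = inhibition exceeding the mean over every tested compound plus 3 SD, cut at about 30% in these data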;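 note: 0% = plate median of compound wells and 100% = S159A mutant with DMSO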
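Test system: mABHD4 protein | Buffer or medium: HEPES pH 7.0 buffer, 150 mM NaCl, 0.01% Pluronic F-127 | Probe or stimulus: FP-Rh fluorescent activity-based probe, added after compound pre-incubation | Timing: Pre-incubation 45 min, probe exposure 60 min, at 25 °C | Technique: Fluorescence polarization, excitation 525 nm, emission 598 nm, BODIPY TMR filters | Repeats: Single well per compound (singlicate)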
ARFGAP1 inhibitor: inhibitors of rat ARFGAP1 GAP activity, primary screen, biochemical, fluorescence polarization, GDP tracer; ADP-ribosylation factor GTPase-activating protein 1 (Rattus norvegicus), Q62848; Arfgap1-stimulated ARF1 GTP hydrolysis, GDP FP detection; inhibition, % at 16.5 µM; 0.26% of 360,000 active;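 active = inhibition above a per-plate limit, mean inhibition of low control wells plus 3 SD, cut at about 25% in these data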;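 note: 0% = DMSO wells with enzyme and 100% = wells lacking Arfgap1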
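Replicates: Single well per compound | Assay system: Truncated rat Arfgap1 GAP domain | Control set: No-Arfgap1 wells (100%) versus DMSO full-reaction wells (0%) | Times: Enzyme reaction 120 min at 25 °C after 20 min preincubation | Reagent: Human ARF1(Δ1-17)-GTP substrate | Measured by: Tracer-displacement fluorescence polarization with EDTA stop, 620/688 nm | Measure: Percent inhibition of Arfgap1-stimulated GTP hydrolysis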
GC-A act: GC-A stimulated cGMP production enhancers – HEK293 GC-A cells, cGMP TR-FRET, EC30 ANP, primary screen. Atrial natriuretic peptide receptor 1 (Homo sapiens), P16066. 0% at EC30 ANP, 100% saturating ANP. activation, % at 10 µM. 0.14% of 370,000 active. AID 1671463, 2021; in the data active = activation above about 40%
The depositor's hits bear a star; . = not tested or not shown.

SMILES	PG9 Ab binder	HTRA1 inh	SMARCA2 act	NR1D1 modulator	ASAP1 GAP inh	rCAG RNA binder	NPR2 activator	ABHD4 inh	ARFGAP1 inhibitor	GC-A act
CC(C)C[C@H](NC(=O)OC(C)(C)C)C(=O)N1CCC(C(=O)N[C@@H](Cc2ccccc2)C(=O)O)CC1	0.8	-3.1	-1.5	4.2	-6.0	0.5	1.7	3.1	-0.1	1.6
CC1CCCN(C2=C(NS(=O)(=O)c3ccc(Cl)cc3)C(=O)c3ccccc3C2=O)C1 (stereo unspecified)	-2.2	5.4	0.8	3.7	-2.4	4.4	-0.2	7.6	-4.7	-1.7
CC(=O)OCC(=O)C1(O)CCC2C3CCC4=CC(=O)C=CC4(C)C3C(=O)CC21C (stereo unspecified)	1.2	5.5	-3.5	-1.0	-13.6	-1.6	5.0	5.8	2.8	1.8
COc1ccc(C(=O)NCC2CCCN2S(=O)(=O)c2cccs2)cc1OC (stereo unspecified)	-1.1	-0.6	0.5	-5.1	-1.5	0.5	1.0	-7.3	-0.9	-1.0
CCN(CC)C(=O)O[C@H]1CC[C@@]23CCCN2C(=O)CCC[C@H]3[C@H]1C	.	.	.	2.9	.	.	-2.1	-1.8	.	-0.6
Cc1ccc(-c2nc3ccc(Br)cn3c2Cc2ccccc2C(F)(F)F)cc1	2.0	.	8.4*	5.8	3.6	30.3	-0.2	-3.5	-3.6	-0.4
COCC(=O)N1CCC(Oc2ccc(C(=O)NCCCn3cccn3)cc2)CC1	-0.2	5.5	-1.2	0.4	-8.9	-3.0	-1.7	-6.5	-4.0	5.3
O=C(COC(=O)c1cc(S(=O)(=O)N2CCOCC2)c(Cl)cc1Cl)NC1CC1	-3.2	2.3	3.9	2.2	1.9	-1.2	5.0	4.2	0.0	0.7
C[C@@H]1CN([C@H](C)CO)C(=O)c2cc(NS(=O)(=O)c3ccc(F)cc3)ccc2O[C@@H]1CN(C)Cc1ccc(Cl)c(Cl)c1	-1.6	-41.4	-5.9	1.5	-5.2	8.6	-5.7	-28.7	2.2	-0.5
CCOc1ccc(C(C)=O)cc1NC(=O)/C=C\C(=O)O	-0.8	8.1	-4.2	-5.8	3.0	0.1	1.6	4.7	5.0	4.1
CCOc1ccc(S(=O)(=O)N2CCN(C(=O)CN3C(=O)NC4(CCCC4)C3=O)CC2)cc1	-1.5	1.1	1.7	6.5	10.3	-2.1	5.9	6.7	-3.7	-0.7
C[C@H]1CN=C(N(C)C)N1CCCCc1ccccc1	-0.5	-0.9	0.3	-3.0	3.8	-1.8	1.6	2.2	9.6	-1.7
N=c1n(N)c2ccccc2n1CC(=O)c1ccc(Br)cc1	-1.2	0.0	6.7	5.8	2.3	13.0	-2.8	5.1	2.1	-6.5
COc1ccc(OC)c(NC(=O)C2(C)CCN2Cc2ccc(SC)cc2)c1 (stereo unspecified)	-0.9	.	-2.2	2.0	-3.5	1.1	17.4	-5.4	-5.2	9.2
CCOC(=O)c1c(NC(C)=O)sc2c(OCC(O)CN(CC)CC)c(Br)ccc12 (stereo unspecified)	0.2	-9.6	4.4	-2.7	15.3	6.5	-3.5	2.2	14.7	-0.7
CCOc1c2ccc(C(=O)N[C@H](C)C3CCCCC3)cc2nn1CC	-1.3	0.9	-0.8	4.8	5.7	-9.2	-1.3	3.5	-15.0	1.1
CC(C)Cc1oc(C(=O)O)cc1CN	-0.5	-1.9	-1.1	-1.8	6.8	-0.9	3.0	6.1	0.2	1.4
COc1ccc2c(c1)CCC1C2CCC2(C)C(O)C(=O)CC12 (stereo unspecified)	-1.8	-0.6	3.0	-2.6	-7.6	-0.2	-10.2	-2.6	0.6	3.5
COc1cccc(-c2nnc(-c3ccco3)o2)c1	1.2	-12.7	5.6	5.6	-8.1	0.5	-5.5	-5.4	20.5	-2.5
Cc1nc(SCCc2nc3ccccc3[nH]2)c2oc3ccccc3c2n1	28.8*	-7.5	-0.1	7.6	11.6	2.2	2.2	3.5	1.7	1.3
CCCOc1cccc(CN2CCCCC2c2cccnc2)c1 (stereo unspecified)	-0.3	-0.8	-1.6	-0.8	9.2	-8.4	-2.8	2.3	-8.9	-5.4
O=C(CCc1nc(-c2ccc(F)cc2)no1)NCc1ccccc1CN1CCOCC1	0.9	0.0	-1.8	6.0	-11.3	-0.7	2.4	-3.0	1.4	-0.1
COc1ccc(C(=O)C=Cc2cccs2)c(O)c1	1.6	-22.1	8.2*	0.1	-6.0	2.3	-5.3	5.1	15.4	10.1
CCSCCc1nnc(NC(=O)Nc2cccc(C(F)(F)F)c2)s1	0.9	-22.1	-8.0	6.7	10.7	38.0*	18.4	-12.4	5.2	30.6
COc1ccc(/C=C/C(=O)OCC(=O)NC(=O)NC(C)(C)C)cc1	-2.0	-2.6	-1.3	4.1	5.0	-7.1	-1.9	-4.6	8.8	1.2

Next section
SMILES	PG9 Ab binder	HTRA1 inh	SMARCA2 act	NR1D1 modulator	ASAP1 GAP inh	rCAG RNA binder	NPR2 activator	ABHD4 inh	ARFGAP1 inhibitor	GC-A act
COc1ccc(/C=C2/S/C(=N/S(=O)(=O)Cc3ccccc3)NC2=O)cc1OC	-0.9	-7.9	-0.9	-3.5	-7.2	52.8*	2.4	-15.2	1.7	-7.9
O=C(CCN1CCOCC1)N1CCCC(Nc2ccc(F)cc2)C1 (stereo unspecified)	-0.1	-1.2	2.8	0.2	-2.1	-2.4	4.3	4.3	-2.6	3.1
Cc1ccc(CNC(=O)C(=O)NCC2OCCN2C(=O)c2cccs2)cc1 (stereo unspecified)	1.4	4.7	-1.4	-3.7	-10.8	-7.1	4.7	2.4	8.9	2.7
Fc1ccccc1Nc1nc(Cl)nc(Cl)n1	-0.6	12.8	-1.9	-4.5	1.9	-0.7	5.8	5.4	6.9	0.7
N#CC(C(=O)CCN1C(=O)C2CC=CCC2C1=O)c1nc2ccccc2[nH]1 (stereo unspecified)	-4.3	2.6	-1.9	1.3	3.0	8.0	-0.4	7.7	0.5	1.5
CC1(C)OC(=O)C2(Cc3ccccc3N3CCCCC32)C(=O)O1 (stereo unspecified)	-4.4	-3.0	-3.0	1.9	-0.4	-1.6	-0.4	-7.1	0.5	-3.8
Cc1cc(C)nc(N2CCN(S(=O)(=O)c3ccc(F)cc3)CC2)n1	-0.1	-0.8	0.2	-2.1	9.4	0.4	-1.5	-5.8	-0.9	-6.3
CC1CCCCC12NC(=O)N(CC(=O)OCC(=O)N(C)C1CCCCC1)C2=O (stereo unspecified)	2.4	5.0	-1.5	-3.8	-4.4	-1.3	3.9	-3.2	1.7	2.3
Oc1ccc(C=NNC(=S)Nc2cccnc2)nc1	-4.4	-4.5	-2.4	4.5	-1.5	1.2	6.1	8.3	10.6	1.1
C#CCSc1nnc(-c2cc3c(C(F)(F)F)nn(C)c3s2)n1C	-1.9	-0.3	1.6	-0.3	4.3	-0.9	0.8	-1.9	-5.9	1.5
O=C(COc1ccc(C(=O)c2ccccc2)cc1)Nc1ncccc1O	-4.3	-3.1	-0.8	2.3	-12.6	-1.0	-1.6	3.2	8.6	-2.1
O=C(NCC1CCCO1)c1ccccc1NC(=O)c1cccc2ccccc12 (stereo unspecified)	-0.7	-4.2	0.3	3.3	11.0	-1.8	-1.6	1.9	1.5	4.9
CC(Nc1cc(C)cc(C)c1)=[N+](C)CCNS(=O)(=O)c1ccc(Cl)cc1	0.7	1.8	-0.4	1.8	0.5	-1.9	-2.2	6.3	-5.0	-1.9
O=C(COc1ccccc1)Nc1ccc(S(=O)(=O)N2CCCC2)cc1	-1.3	-4.3	-5.3	-7.9	-11.1	3.8	0.2	-5.7	-7.6	5.7
Cc1cc(C(=O)COC(=O)c2ccc[nH]c2=O)c(C)n1-c1ccccc1	-0.1	4.1	-5.3	1.4	8.2	3.3	-6.3	-12.0	-2.4	0.8
COc1ccc(N(C(=O)CNC(=O)c2cccs2)C(C(=O)NCC2CCCO2)c2ccccc2)cc1 (stereo unspecified)	-3.2	-2.2	-1.0	6.8	10.8	-8.3	-2.2	0.2	-2.9	-3.0
COc1ccc(-c2cc(C(F)(F)F)n3ncc(C(=O)NCC4CCCO4)c3n2)cc1 (stereo unspecified)	-1.2	5.2	0.6	47.2*	-3.6	-3.8	15.1	1.9	-3.6	15.1
Cc1ccccc1NC(=S)N/N=C/C(C)c1ccccc1 (stereo unspecified)	1.4	1.0	2.1	-2.3	14.8	-0.4	-8.0	2.6	14.9	5.1
Cc1ccc(C)c(S(=O)(=O)Nc2ccc(C(=O)N3CCOCC3)cc2)c1	1.4	4.7	-1.8	6.2	-9.3	2.8	1.4	1.9	0.4	-0.7
CCN(CC(=O)Nc1ccccc1OC)C(=O)/C=C/c1cccs1	-0.1	-4.5	-2.1	0.9	10.0	-3.1	7.1	-2.6	-5.6	0.5
Cc1ccc([N+](=O)[O-])cc1NC(=O)C(C)Sc1nnc(C)n1CC1CCCO1 (stereo unspecified)	1.3	4.1	-2.1	-2.7	4.7	-3.9	-0.5	1.4	-15.1	3.0
O=C(Cn1cc(COC(=O)c2c3ccccc3cc3ccccc23)nn1)c1ccc(O)cc1	0.3	.	-2.3	-5.6	6.0	20.9	4.7	-36.8	2.0	-1.0
COc1ccc(CCN2CC(C(=O)NC3CCCCC3)CC2=O)cc1OC (stereo unspecified)	1.8	0.7	-1.8	-4.3	-4.5	-3.7	5.0	-7.2	7.7	2.1

Sorted by SMILES length (low to high): 3 of the compounds above
SMILES	PG9 Ab binder	HTRA1 inh	SMARCA2 act	NR1D1 modulator	ASAP1 GAP inh	rCAG RNA binder	NPR2 activator	ABHD4 inh	ARFGAP1 inhibitor	GC-A act
Fc1ccccc1Nc1nc(Cl)nc(Cl)n1	-0.6	12.8	-1.9	-4.5	1.9	-0.7	5.8	5.4	6.9	0.7
CC1(C)OC(=O)C2(Cc3ccccc3N3CCCCC32)C(=O)O1 (stereo unspecified)	-4.4	-3.0	-3.0	1.9	-0.4	-1.6	-0.4	-7.1	0.5	-3.8
COc1ccc(/C=C2/S/C(=N/S(=O)(=O)Cc3ccccc3)NC2=O)cc1OC	-0.9	-7.9	-0.9	-3.5	-7.2	52.8*	2.4	-15.2	1.7	-7.9

Screens as filed in PubChem.
